Source: PubChem BioAssay
core dimer inh = inhibitors of HCV core protein dimerization, primary screen, biochemical, TR-FRET, high-throughput. TR-FRET GST/Flag-core106 dimerization, 1536-well. actives 0.33% (n = 300,000). inhibition, % at 5 µM. AID 1899, 2009;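 active = inhibition above the mean of all tested compounds plus 3 SD, set per screening campaign, cut at about 45% in these data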
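System – GST-tagged and Flag-tagged HCV core protein residues 1-106 · Repeats – one well for each compound · Technique – TR-FRET 671 and 617 nm emission · Doses – one concentration, 5 µM, in 0.5% DMSO · Times – 4 h, 22.5 °C incubation · Also added – Eu donor and XL665 acceptor anti-tag antibodies · Measure – percent inhibition of core106 dimerization signal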
TPT1 inh = Candida albicans TPT1 enzyme inhibitors, primary screen, biochemical, fluorescence polarization; tRNA 2'-phosphotransferase TPT1 (Candida albicans SC5314); recombinant caTPT1, FP RNA substrate dephosphorylation; inhibition, % at 5 µM; actives 0.81% (n = 300,000);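 active = inhibition above the mean of all tested compounds plus 3 SD, set per screening campaign, cut at about 24% in these data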;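 note: plate controls were DMSO alone for no effect and ferristatin control at 100 nM for full effect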
PP5 inh = PP5 phosphatase inhibitors, primary screen, biochemical, fluorescence. inhibition, % at 6.7 µM. purified PP5c, OMFP substrate fluorescence. Serine/threonine-protein phosphatase 5 (Homo sapiens), P53041. actives 0.18% (n = 320,000);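 active = inhibition above the campaign's mean inhibition across all tested compounds plus 3 SD, cut at about 9.5% in these data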;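 note: 0% = DMSO only and 100% = 100 µM cantharidin control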
proCasp3 act = activators of human procaspase-3 D3A mutant, primary screen, biochemical, absorbance, PC-3 D3A mutant, single concentration; Caspase-3 (Homo sapiens), P42574; recombinant procaspase-3 D3A, Ac-DEVD-pNA absorbance 405 nm; activation, % at 8.5 µM; actives 0.11% (n = 330,000); AID 463141, 2010;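 active = activation above the mean of all tested compounds plus 3 SD, cut at about 21% in these data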;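 note: 0% = DMSO alone and 100% = DMSO wells spiked with extra 5 µM PC-3 D3A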
Target sequence (P42574 whole entry D9A/D28A/D175A): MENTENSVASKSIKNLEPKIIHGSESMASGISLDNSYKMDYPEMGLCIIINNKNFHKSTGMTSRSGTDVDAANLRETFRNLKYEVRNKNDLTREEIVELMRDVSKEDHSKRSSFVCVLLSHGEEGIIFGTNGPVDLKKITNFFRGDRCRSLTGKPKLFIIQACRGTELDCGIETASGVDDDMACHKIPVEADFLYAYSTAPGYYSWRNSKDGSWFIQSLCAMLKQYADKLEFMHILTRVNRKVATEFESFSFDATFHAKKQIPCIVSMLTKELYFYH
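System: Procaspase-3 D3A mutant. Medium: Zinc-free 300 mM NaCl, 50 mM HEPES, 0.01% Triton X-100. Schedule: 1 h preincubation plus 2 h reaction at 25 °C. Measured by: 405 nm absorbance of p-nitroaniline, reads at 0 and 120 min. Read-out: percent activation relative to control range.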
Fh CTSL1 inh = Fasciola hepatica cathepsin L1 inhibitors, primary screen, counter-screen for PFM18AAP inhibitor project, biochemical, QFRET, fluorogenic peptide substrate; recombinant F. hepatica cathepsin L1, Z-Leu-Arg-MCA fluorescence; inhibition, % at 5.96 µM; actives 0.49% (n = 300,000); AID 1906, 2009;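 active = inhibition above the mean of all tested compounds plus 3 SD, set per screening campaign, cut at about 17% in these data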;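 note: 0% = plate median of test compound wells and 100% = 1 µM Z-Phe-Ala-diazomethylketone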
PAFAH2 inh = PAFAH2 enzyme inhibitors, primary screen, biochemical, fluorescence polarization, human; inhibition, % at 3.39 µM; Platelet-activating factor acetylhydrolase 2, cytoplasmic (Homo sapiens), Q99487; recombinant PAFAH2, FP-rhodamine activity probe; actives 0.99% (n = 340,000); AID 492956, 2010;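 active = inhibition above the mean over all tested compounds plus 3 SD, cut at about 30% in these data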;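 note: inhibitors block probe labeling of enzyme so polarization drops; 0% = enzyme with DMSO and 100% = wells lacking PAFAH2 protein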
AHR activator = AHR activators, primary screen, cell-based, luminescence, luciferase reporter, human. Aryl hydrocarbon receptor (Homo sapiens), P35869. AHR-responsive luciferase reporter cells. activation, % at 5 µM. actives 2.5% (n = 320,000); in the data active = activation above about 47%;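 note: 0% = vehicle wells and 100% = reference agonist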
Target sequence (P35869 whole entry, looked up): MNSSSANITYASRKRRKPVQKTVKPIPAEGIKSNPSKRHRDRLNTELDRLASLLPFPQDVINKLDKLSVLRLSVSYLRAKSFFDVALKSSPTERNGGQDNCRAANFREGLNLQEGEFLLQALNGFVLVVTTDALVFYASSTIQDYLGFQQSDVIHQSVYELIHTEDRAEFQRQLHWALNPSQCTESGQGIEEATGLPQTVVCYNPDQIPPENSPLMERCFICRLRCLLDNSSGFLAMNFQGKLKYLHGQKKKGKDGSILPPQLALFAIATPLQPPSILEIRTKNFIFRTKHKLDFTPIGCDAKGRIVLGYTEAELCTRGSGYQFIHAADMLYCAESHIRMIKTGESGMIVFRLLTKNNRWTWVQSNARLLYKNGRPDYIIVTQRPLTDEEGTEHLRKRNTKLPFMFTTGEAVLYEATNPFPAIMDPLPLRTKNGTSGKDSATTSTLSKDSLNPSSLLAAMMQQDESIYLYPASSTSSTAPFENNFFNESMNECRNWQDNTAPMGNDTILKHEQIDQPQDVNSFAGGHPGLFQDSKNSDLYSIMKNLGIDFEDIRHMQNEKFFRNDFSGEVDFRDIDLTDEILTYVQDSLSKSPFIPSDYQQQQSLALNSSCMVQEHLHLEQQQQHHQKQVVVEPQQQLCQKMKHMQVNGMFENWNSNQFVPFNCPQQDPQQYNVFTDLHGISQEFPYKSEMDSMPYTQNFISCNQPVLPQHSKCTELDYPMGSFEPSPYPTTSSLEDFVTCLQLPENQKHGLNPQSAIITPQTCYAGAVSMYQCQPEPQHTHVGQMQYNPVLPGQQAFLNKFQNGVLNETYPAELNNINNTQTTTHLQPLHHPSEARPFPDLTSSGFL
proCasp7 act = procaspase-7 activators, primary screen, counter-screen for procaspase-3 activator project, biochemical, absorbance, HTS, human. recombinant procaspase-7, Ac-DEVD-pNA absorbance 405 nm; D23A/D198A/D206A triple mutant, cannot self-cleave; scale: DMSO 0, 5 µM enzyme 100. activation, % at 8.5 µM. actives 0.093% (n = 330,000). AID 463210, 2010;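 active = percent activation above the screen-wide mean plus 3 SD, cut at about 25% in these data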
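signal = Epi-absorbance of released pNA at 405 nm, two timepoints | assay system = Uncleavable procaspase-7 mutant enzyme | reagent = Ac-DEVD-pNA substrate, 400 µM as added | times = 1 h enzyme–compound preincubation and 2 h substrate reaction, both 25 °C | benchmarks = low DMSO alone, high DMSO plus 5 µM PC-7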
PP1 inh = PP1-alpha phosphatase inhibitors, primary screen, counter-screen for PP5 inhibitor project, biochemical, fluorescence, OMFP substrate, single point; inhibition, % at 6.7 µM; actives 0.9% (n = 320,000); Serine/threonine-protein phosphatase PP1-alpha catalytic subunit (Homo sapiens), P62136; purified PP1alpha;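 active = inhibition above the mean inhibition of all tested compounds plus 3 SD, computed separately for each screening campaign, cut at about 15% in these data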
Active calls of the source: *; / = not tested or not shown.

The line under a structure holds: core dimer inh, TPT1 inh, PP5 inh, proCasp3 act, Fh CTSL1 inh, PAFAH2 inh, AHR activator, proCasp7 act, PP1 inh
1) CCSc1nnc(-c2ccc(S(=O)(=O)N3CCOCC3)cc2)n1C
  -15.3, -0.6, -2.1, 1.9, 4.7, -1.8, -1.6, -3.2, -1.2
2) COc1cc2c(cc1OC)CC(=O)NC=C2
  -1.1, -5.8, -1.9, 5.5, -3.1, 7.4, -1.5, 4.4, -3.7
3) COc1cccc(CN(C)Cc2nc(C3CC3)no2)c1
  -2.3, -1.5, 0.0, -0.1, 2.2, -3.0, -1.4, 0.3, -0.8
4) CCCn1c(C)cc(=O)c2cc(NC(=O)c3cnccn3)ccc21
  -3.3, 2.9, -0.4, 6.9, 1.1, 7.1, 11.3, -3.1, 3.1
5) O=C(Nc1ccc(N2CCOCC2)cc1)c1ccccc1SCC(=O)N1CCCC1
  1.2, 2.9, -1.6, 12.5, 6.7, 0.5, 4.2, 8.3, -4.7
6) CSc1nnc(N2C(=O)C(O)=C(C(=O)c3ccco3)C2c2ccccc2F)s1 (stereo not given)
  -7.3, -10.7, 2.4, -25.2, -2.4, 1.2, 5.0, -22.3, 0.7
7) COc1cccc(-c2nnc(SCC(=O)OC(C)C)n2Cc2ccco2)c1
  -0.2, -1.3, 0.5, 0.7, -1.0, 3.8, 3.2, 5.2, 2.6
8) OC1(c2cccnc2)CCN(Cc2nnnn2C2CCCCC2)CC1
  -0.2, 1.5, 1.0, 4.1, 0.2, 4.0, 0.2, -0.1, -4.8
9) CCCC[n+]1ccn(-c2nc3ccccc3nc2[N-]S(=O)(=O)c2cccs2)c1
  3.1, -0.1, -0.4, 0.0, 1.0, 5.6, 1.7, 9.7, -3.1
10) O=C(Nc1cccnc1)c1cc(-c2ccc(Cl)c(Cl)c2)on1
  7.0, 0.4, 0.8, -7.5, -0.3, -24.6, -0.4, 5.5, -0.7
11) O=C(CSc1nc2ccccc2[nH]1)Nc1cc(C(F)(F)F)ccc1N1CCOCC1
  0.8, 0.7, 2.8, 5.4, 7.4, 7.7, 0.4, 2.8, 2.9
12) O=C(O)c1ccc2c3c(cccc13)C(=O)N(OS(=O)(=O)c1ccccc1)C2=O
  -5.9, -3.5, 2.3, 0.5, -2.0, 9.4, 1.2, 3.2, -2.5
13) Cn1c(CC(=O)Nc2ccccc2Cl)nnc1SCC(=O)NC1CCCCC1
  3.7, -1.5, 1.1, -0.1, 3.3, -0.1, 0.9, 4.6, -1.1
14) COc1ccc(N(CC(=O)N2CCN(c3cccc(C)c3)C(C)C2)S(=O)(=O)c2c(C)n[nH]c2C)cc1 (stereo not given)
  7.3, -2.9, 4.3, 0.6, 3.7, 3.0, 5.3, -1.1, -3.9
15) COc1cc(-c2cc(N3C(=O)Nc4ccccc4N3O)n[nH]2)cc(OC)c1OC
  -18.4, -0.5, 3.0, 9.4, 2.5, -0.2, 0.1, -3.5, 2.8
16) C/C(=C/c1oc2ccc(O)cc2c1[N+](=O)[O-])N(C)C
  -18.9, 0.9, 1.9, -11.6, -0.5, -1.1, 1.4, -15.7, 0.3
17) CCN1CCc2c(sc(NC(=O)CN3C(=O)c4ccccc4C3=O)c2C(N)=O)C1
  1.0, 1.1, -1.1, -27.8, 1.0, 2.6, 3.8, -32.8, 2.5
18) COC(=O)c1c(C)[nH]c(C(=O)OCc2ccc(F)cc2)c1C
  1.9, -4.2, 1.3, -1.1, 0.3, -1.2, 5.5, 3.9, 0.6
19) Cc1ccccc1NC(=O)CN1C(=O)CSc2ccc(S(=O)(=O)N3CCCCC3)cc21
  5.1, -2.8, -1.2, 0.8, 2.9, 4.8, 1.2, -2.9, 0.8
20) COc1cc(NC(=O)COC(C)=O)cc(OC)c1OC
  1.1, 4.0, 0.7, 3.0, -8.6, 4.3, -4.0, 5.2, -4.3

Later entries.
The line under a structure holds: core dimer inh, TPT1 inh, PP5 inh, proCasp3 act, Fh CTSL1 inh, PAFAH2 inh, AHR activator, proCasp7 act, PP1 inh
21) COc1ccc2[nH]c(C(=O)Nc3ccc4c(c3)OCO4)cc2c1
  2.6, -2.1, 1.0, -5.7, -3.4, /, 0.2, 3.4, -1.1
22) CCOc1ccc(C(=O)NC(=S)Nc2ncccc2C)cc1[N+](=O)[O-]
  2.4, -1.3, 0.2, -3.7, 5.0, -5.6, 10.3, -3.1, -0.6
23) COc1ccc(C(=O)N2CCN(c3ccccc3)CC2)cc1S(=O)(=O)N1CCCC1
  -0.6, -1.8, -0.8, -2.4, -2.9, 6.5, 1.3, -0.9, 0.7
24) COC(=O)c1ccc(C(=O)Nc2ccc3c(c2)C(=O)NC3=O)cc1
  -4.3, 3.5, 0.8, 4.0, 8.9, -2.5, 1.8, 5.6, -1.4
25) CCOC(=O)c1nnn(CC(=O)Nc2ccccc2)c1C(=O)OCC
  10.3, -1.7, 1.7, 7.6, -1.3, -1.2, 1.9, -5.0, 2.7
26) C/C(=N\N=C(N)N)c1ccc(Cl)cc1
  -8.5, 0.1, 1.7, -5.4, -2.6, 3.0, 4.2, 0.7, 0.2
27) COc1ccc(-c2nn(CC(=O)Nc3ccc(Cl)c(Cl)c3)c(=O)c3ccccc23)cc1
  -20.0, -0.4, 2.4, -2.7, 0.3, -58.5, 1.7, -7.6, 3.2
28) O=C1c2ccccc2C(=O)N1CCCCSc1nnc2ccccn12
  0.1, -3.7, 0.1, 4.0, 0.4, -0.1, -2.9, 5.5, -1.3
29) O=C(/C=C/Nc1ccccc1OC(F)(F)F)C(F)(F)F
  -4.0, 2.3, 4.2, 6.6, -0.7, 2.5, 6.5, -10.1, 1.9
30) CCN(CC)C(=O)COc1ccc2oc(-c3ccco3)cc(=O)c2c1
  4.7, -74.7, -0.3, 5.0, 7.9, -1.1, 6.3, -0.4, 0.7
31) C=C(C)C(=O)Nc1cccc(C2=NOC3(C2)C[C@H](C(N)=O)N(C(=O)CC)C3)c1 (stereo not given in full)
  -76.2, 0.2, -2.1, 1.2, 2.2, -2.7, 0.5, -1.2, 7.5
32) Cc1nonc1NC(=O)CSc1nc2ccccc2cc1C#N
  -13.6, 6.3, 0.8, -1.5, 0.2, 1.6, 0.9, -14.1, 6.9
33) O=C(CCN1CCCCO1)N1CCCC(N2CCN(c3ccc(F)cc3)CC2)C1 (stereo not given)
  -14.8, -5.7, 4.0, 2.8, 3.0, -3.9, 4.7, -1.0, -2.7
34) O=c1[nH]c(=O)n(C2CCCO2)cc1Br (stereo not given)
  2.7, -4.0, 2.9, -2.8, -4.7, 5.8, -0.9, 0.3, 5.2
35) Cc1cccc(NC(=O)/C=C/c2ccc3c(c2)OCO3)n1
  0.7, 3.4, 2.2, -9.6, 2.6, 0.8, -3.1, -1.8, 6.1
36) CC1CC(C)CN(S(=O)(=O)c2ccc(Cl)cc2)C1 (stereo not given)
  6.0, -1.7, 2.6, -2.8, -1.4, -0.8, -0.3, 6.2, -0.2
37) COc1cccc(-c2c(NC(=O)c3ccco3)oc3ccc(Cl)cc3c2=O)c1
  -1.1, 1.4, 2.2, 7.1, 1.3, 3.0, 103.6*, -7.8, 2.9
38) CCCCn1c(N)c(NCc2ccccc2OC)c(=O)[nH]c1=O
  -5.5, -14.4, -0.1, -1.6, -4.5, 0.2, 4.1, 5.3, -0.7
39) O=C1NC(=O)C2(COC(c3cccc([N+](=O)[O-])c3)OC2)S1 (stereo not given)
  -4.0, -1.9, 1.2, 5.2, -3.9, 0.4, -0.9, 3.9, -2.6
40) COc1ccccc1NC(=O)C1CC(=O)OC1c1ccccc1 (stereo not given)
  2.5, -0.2, 3.0, 3.4, -2.3, -1.5, -2.7, 9.7, -4.8

Remaining list, next part:
The line under a structure holds: core dimer inh, TPT1 inh, PP5 inh, proCasp3 act, Fh CTSL1 inh, PAFAH2 inh, AHR activator, proCasp7 act, PP1 inh
41) CC(C)N(C)CCOC(=O)c1ccccc1Br
  -12.7, -0.9, -3.1, -7.2, -8.5, -3.8, -0.9, -2.2, -1.4
42) CC(C)CN(C(=O)CN1CCN(c2ccc(O)cc2)CC1)c1c(N)n(CC(C)C)c(=O)[nH]c1=O
  5.0, 2.2, 0.3, -5.8, -4.4, -3.9, 0.2, -4.2, -8.2
43) COc1cc(-c2nc(N)n[nH]2)cc(OC)c1OC
  0.4, -5.9, 1.1, 4.7, -0.9, 1.8, 1.4, 9.1, -3.3
44) O=C(COC(=O)c1ccc(CN2CCCC2=O)cc1)Nc1ccc(F)cc1
  /, /, 1.9, 10.1, /, 85.5*, -0.5, -3.4, -4.7
45) COc1ccc2nc(SCCOC(=O)Nc3ccc(Cl)cc3)nc(C)c2c1
  3.0, -0.6, 1.4, 6.0, 2.6, -5.5, 4.5, 0.2, 2.5
46) CCOC(=O)c1oc2c(CN3CCN(C)CC3)c(O)ccc2c(=O)c1-c1ccccc1OC
  -0.1, -1.6, 1.3, 0.5, 3.3, -2.0, -3.6, 6.7, -0.9
47) CNc1nc(SCC(=O)OC)nc(N2CCOCC2)n1
  0.2, 2.3, -4.5, 9.0, 2.1, 2.1, 3.7, -1.4, -6.7
48) Cc1cc(C)n(-c2nc3nonc3nc2-n2nc(C)cc2C)n1
  -4.4, -3.8, 4.8, 4.6, -0.9, 6.7, 3.7, -0.7, -1.1
49) CCOC(=O)c1c(C)cc(C)n2c1nc1ccccc12
  -0.2, -5.1, 0.9, 11.0, -1.4, -12.7, 6.1, -1.3, 1.9
50) CCCCCN1CN(S(=O)(=O)c2cccs2)c2nc3ccccc3nc21
  4.4, -1.3, -0.3, -1.2, 1.0, -2.1, 6.7, 10.1, 5.9
51) COc1ccc(-c2cc(=O)oc(-c3cccc(C)c3)n2)cc1
  -0.8, 2.4, -0.6, 2.6, 2.6, 0.7, 1.7, 3.9, -6.4
52) Cn1ccnc1SCc1cccc([N+](=O)[O-])c1
  3.3, 0.6, -0.3, 2.9, -2.8, -0.5, 3.7, 1.3, 0.3
53) C=CCSc1nc2c(c(=O)[nH]c(=O)n2C)n1CC
  -5.8, 3.3, 1.6, -6.1, 0.7, -2.8, 11.8, -19.1, 1.3
54) CCc1ccc(-c2cc(C)no2)cc1S(=O)(=O)NC(C)Cc1ccco1 (stereo not given)
  4.6, 0.1, 1.5, 13.8, 0.6, -1.5, 1.8, 1.4, 0.3
55) O=C(O)c1cc([N+](=O)[O-])ccc1NCc1ccccc1Cl
  -0.4, -2.3, -1.1, -5.8, -1.2, -4.7, -2.9, -6.8, 1.6
